Compound activity as filed in PubChem BioAssay.
Vif-APOBEC3F blk – blocks the Vif interaction with APOBEC3F. HeLa A3F-eYFP + Vif (tagged APOBEC3F with the HIV-1 protein that degrades it), YFP fluorescence increase. AID 602313. Potency, µM (titrated, usually from 46.1 µM), for the others: top-dose activity, negative = active. 0.2% of 390,000 active; also: potency is read from the fitted curve at half-maximal effect; % of control where 0% means no effect; nearly all actives have a fitted effect of over 65% in size
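HeLa cells stably expressing Vif plus C-terminally eYFP-tagged A3F were seeded, incubated overnight at 37 deg C, dosed with compound, incubated overnight again at 37 deg C. Yellow fluorescence (Ex 488/Em 500-530) reported blocked Vif-mediated A3F-eYFP degradation.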
GRP78 ERSR act – ER stress response induction in glioma | 0.02% of 420,000 active | U87-MG GRP78 promoter luciferase reporter, 16 h | Potency, µM, inactives show top-dose activation, hits mostly activators; also: potency is read from the fitted curve at half-maximal effect; series mostly up to about 76 µM; % of control where 0% means no effect; nearly all actives have a fitted effect of over 35% in size
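Stably transfected U87-MG glioma cells carrying a GRP78-based luciferase sensor; 16 h compound incubation. Luminescence end-point read 10 min after Bright-Glo addition at room temperature.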
D1 ag – agonists of human D1 dopamine receptor | P21728 | HEK293 T-REx D1 cells, calcium flux, agonist mode | activation, % at 2 µM | 1% of 360,000 active | AID 504660; in the data active = activation above about 30%; also: 0% is about no effect
Target sequence (P21728 whole entry, looked up): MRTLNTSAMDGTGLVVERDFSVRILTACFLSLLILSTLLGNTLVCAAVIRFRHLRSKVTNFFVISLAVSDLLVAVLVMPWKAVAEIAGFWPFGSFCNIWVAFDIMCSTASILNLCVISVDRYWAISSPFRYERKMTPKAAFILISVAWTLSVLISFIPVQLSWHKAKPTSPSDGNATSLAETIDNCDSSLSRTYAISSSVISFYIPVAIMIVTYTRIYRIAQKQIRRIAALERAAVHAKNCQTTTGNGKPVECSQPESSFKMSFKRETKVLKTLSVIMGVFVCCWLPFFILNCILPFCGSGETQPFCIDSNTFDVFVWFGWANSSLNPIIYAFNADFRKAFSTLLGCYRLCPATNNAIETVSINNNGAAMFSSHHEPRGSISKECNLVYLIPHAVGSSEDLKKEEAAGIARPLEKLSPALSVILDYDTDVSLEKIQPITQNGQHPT
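Tetracycline-induced HEK293 TREx D1 cells, force-coupled to calcium signalling, were dye-loaded with a no-wash calcium kit. Compound was pin-added after a 10 s baseline. Fluorescence was read kinetically at 1 cycle/s for 180 s, with calcium rises flagged as agonism.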
D1 antag – human D1 dopamine receptor antagonism; P21728; HEK293 TREx D1 cells, calcium flux, dopamine EC80; stronger effect = lower value; activity change, negative = inhibition, % at 10 µM; 3.2% of 360,000 active; AID 504652; in the data active = activity change below about -30%; also: % is scaled to controls: 0 for no effect and ±100 for the full control effect
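Compound effects on dopamine-evoked calcium signalling were measured in tetracycline-induced HEK293 Trex D1 cells. Dopamine at EC80 followed a 180 s compound pre-read, and fluorescence was tracked kinetically for 180 s more.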
D2 potentiator – positive allosteric modulators of human D2 dopamine receptor; P14416; HEK293 T-REx D2, calcium flux, EC20 dopamine potentiation; potentiation, % at 10 µM; 0.34% of 340,000 active; AID 485347;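 active = potentiation over 3 SD above the plate norm, cut at about 30% in these data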; also: 0% is about no effect
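Potentiation of an EC20 dopamine calcium response measured kinetically over 180 s, after a preceding 180 s compound-only read flagging agonists. Cells: inducible Hek293 Trex D2 line, 4000/well, cultured overnight at 30 C before dye loading.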
Vif-APOBEC3G blk – blocks the Vif interaction with human APOBEC3G; HeLa A3G-eYFP + Vif (tagged APOBEC3G with the HIV-1 protein that degrades it), YFP fluorescence, overnight; Potency, µM (doses to about 46.1 µM), for the others: top-dose activity, negative = active, most hits filed as inhibitors; AID 602310; 0.076% of 410,000 active;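 also: potency is read from the fitted curve at half-maximal effect; % is scaled to controls: 0 for no effect and ±100 for the full control effect; nearly all actives have a fitted effect of over 60% in size; hits raise eYFP signal because A3G escapes Vif-driven loss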
Target sequence (Q9HC16 whole entry, looked up): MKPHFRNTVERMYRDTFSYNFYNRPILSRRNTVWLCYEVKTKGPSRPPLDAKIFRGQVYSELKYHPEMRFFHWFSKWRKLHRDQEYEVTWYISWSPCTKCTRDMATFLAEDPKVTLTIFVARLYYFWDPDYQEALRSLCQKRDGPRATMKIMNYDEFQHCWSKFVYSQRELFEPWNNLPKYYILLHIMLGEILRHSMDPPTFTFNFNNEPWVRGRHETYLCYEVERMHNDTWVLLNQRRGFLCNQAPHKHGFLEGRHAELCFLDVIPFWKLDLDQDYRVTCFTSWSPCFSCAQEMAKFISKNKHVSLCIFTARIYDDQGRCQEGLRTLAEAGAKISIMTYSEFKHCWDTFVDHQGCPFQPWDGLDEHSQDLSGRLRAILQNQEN
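HeLa cells stably expressing Vif and C-terminally eYFP-tagged A3G, seeded overnight at 37 deg C, then exposed to compound by pintool overnight at 37 deg C. Rise in yellow fluorescence (Ex 488/Em 500-530, Acumen) marks blocked Vif-driven A3G degradation.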
LDHA block – inhibitors of human lactate dehydrogenase A | purified LDHA, NADH/diaphorase-resazurin fluorescence; stronger effect = lower value | activity change, % (values are at about 110 or 230 µM) | 0.15% of 480,000 active; in the data active = activity change below about -30%;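 also: plate controls were DMSO wells for no effect and wells without enzyme for full effect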
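LDH5 2 nM; NADH 0.06 mM, pyruvate 0.2 mM; 200 mM Tris pH 7.4, EDTA, Tween-20; 5 min RT. Detection: diaphorase 0.133 mg/mL + resazurin 37 µM, fluorescence ex540/em590 at 0 and 20 min; normalized to enzyme-free and DMSO wells.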
RXFP1 agonist – agonists of human relaxin receptor RXFP1. Potency, µM (top dose mostly 57.5 µM), for the others: at the top dose activation, actives largely listed as activators. 0.3% of 370,000 active. AID 2676. HEK293T-RXFP1 cAMP TR-FRET, 30 min; response scale: percent of porcine relaxin response, buffer zero. Q9HBX9; also: potency is read from the fitted curve at half-maximal effect; % is scaled to controls: 0 for no effect and ±100 for the full control effect; nearly all actives have a fitted effect of over 60% in size; many of its hits are not listed in these tables
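HEK293T cells stably expressing RXFP1 were pretreated with the PDE4 inhibitor Ro 20174, exposed to compounds for 30 min at 37C, lysed, and cAMP was read by TR-FRET. Data normalized to buffer (basal) and 29 nM porcine relaxin (100%).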
D1 potentiator – potentiators of human D1 dopamine receptor | P21728 | HEK293 TREx D1 cells, calcium flux, dopamine EC20 potentiation | potentiation, % at 10 µM | 0.036% of 360,000 active; in the data active = potentiation above about 30%; also: 0% is about no effect
An asterisk follows results filed as active; / = no result given. Unless noted, calls follow the shape of the dose curve; as a rule, active = well fitted curve in the direction sought with a large enough effect; inconclusive = small, poorly fitted or top-dose-only effect, or another doubt; inactive = no such curve, though single readings can be large; an effect the other way counts as inactive or inconclusive. Not all compounds are listed; rates above refer to the full screens.

SMILES	Vif-APOBEC3F blk	GRP78 ERSR act	D1 ag	D1 antag	D2 potentiator	Vif-APOBEC3G blk	LDHA block	RXFP1 agonist	D1 potentiator
O=C(Cn1cc([N+](=O)[O-])cn1)N1CCN(Cc2ccc3c(c2)OCO3)CC1	-0.6%	0.6%	7.8	-9.6	-1.6	-4.1%	-6.9	-2.1%	/
CCOC(=O)C(C)Nc1ncnc2onc(C)c12 (centres undefined)	3.5%	-1.2%	2.8	1.6	/	-0.9%	-3.9	5.0%	-0.5
COc1ccc(S(=O)(=O)N(C)c2ccc(C(=O)N3CCN(C)CC3)cc2)cc1	0.6%	-3.5%	2.9	-13.5	-5.8	5.7%	0.1	-0.2%	10.7
CCn1c2ccccc2c2cc(NC(=O)CSc3nccc(=O)[nH]3)ccc21	-1.2%	-3.2%	3.3	-6.4	-3.9	-3.7%	-0.5	-0.7%	-10.3
CC1CC(=S)Nc2ccccc2N1C(=O)Nc1ccccc1 (centres undefined)	-6.1%	-4.8%	2.5	-5.7	-5.6	1.7%	-5.2	1.2%	-7.2
COc1cc(NC(=S)NCc2cccnc2)cc(OC)c1	-8.6%	-4.3%	5.1	5.7	-3.1	-0.4%	-2.7	1.1%	5.4
O=C(CCc1nc(-c2ccccc2F)no1)Nc1cccc(C(F)(F)F)c1	3.1%	-2.9%	31.5*	-29.4	/	4.8%	-0.3	-1.1%	-2.6
Cc1cccc(NCC(=O)N/N=C/c2ccc(Br)cc2)c1	-29.9%	-6.0%	0.9	19.0	12.9	-12.9%	-4.3	2.3%	1.0
COc1ccc(CN(C)C(=O)c2cc(-c3ccccc3)nc3ccc(C)cc23)c(OC)c1	2.7%	-0.1%	/	/	/	-1.2%	2.5	/	/
COc1ccc2c(c1)CC(C(=O)Nc1cccc(C)c1C)CO2 (centres undefined)	0.4%	-2.5%	0.9	1.8	-2.7	3.8%	-6.6	2.1%	-3.8
COCCC1CCCCN1C(=O)c1cc(COc2ccc(-n3cncn3)cc2)on1 (centres undefined)	-4.0%	0.9%	17.5	-63.7*	18.1	0.1%	1.4	-2.0%	-8.9
COC(=O)COc1ccc(S(=O)(=O)NCc2ccco2)cc1	0.6%	-0.2%	0.4	12.5	2.6	-1.0%	-0.2	1.7%	-0.8
CCOc1ccc(CCNC(=O)c2ccc3c(c2)NC(=O)C2CCCN32)cc1OCC (centres undefined)	/	/	6.2	22.4	7.5	/	/	2.5%	-7.3
C[C@H](CO)N1C[C@H](C)[C@H](CN(C)C(=O)CC2CC2)Oc2cc(Br)ccc2S1(=O)=O	-4.2%	-3.3%	/	/	/	0.1%	-0.6	/	/
Oc1ccc2ccccc2c1C=NC12CN3CCN(CN(C3)C1)C2	-13.9%	-9.3%	/	/	/	-2.3%	40.9	3.0%	/
CC1CCN(C(=O)c2ccccc2NC(=O)c2nsc3ccccc23)CC1	4.1%	1.2%	0.3	8.9	16.4	0.6%	4.5	16.4%	0.7
Cc1noc(C)c1/C=N/Nc1ccccn1	-9.6%	-0.3%	4.1	-7.7	8.4	-3.2%	8.3	-1.4%	2.8
CN(C(=O)CN1C(=O)c2cccc(N)c2C1=O)C1CCCCC1	-1.6%	0.2%	7.9	1.3	18.9	-5.8%	-4.5	-1.3%	5.4
COc1cccc(N2CCN(C(=S)Nc3ccc(F)cc3)CC2)c1	1.2%	0.3%	2.5	-11.7	/	-4.3%	-8.2	-0.6%	-7.8
Cc1nn(C)cc1C1C2=C(CC(C)(C)CC2=O)OC2=C1C(=O)CC(C)(C)C2	-11.2%	-3.4%	-0.6	-12.8	/	2.1%	1.0	-0.5%	-5.5
Cc1ccc(NS(=O)(=O)c2cc(NC(=O)c3ccc4c(c3)NC(=O)CS4)ccc2Cl)c(C)c1	6.9%	-0.9%	5.6	-5.8	-2.8	3.8%	-1.4	2.0%	-9.3
O=C(O)c1ccc2c(c1)C(c1ccccc1)OC2=O (centres undefined)	-13.2%	-4.0%	0.7	8.7	-10.1	0.9%	-4.3	2.1%	0.4
COc1cc(C(=O)Nc2c(-c3ccccn3)c(=O)c3ccccc3n2C)cc(OC)c1OC	/	/	3.8	-8.9	9.3	/	/	0.6%	-6.3
CCOC(=O)Cc1csc(NC(=O)Cc2ccc(Br)cc2)n1	3.9%	-1.9%	3.6	-36.8*	3.8	-1.5%	-2.4	-0.7%	0.3
COC(=O)Cc1c(C)c2ccc(OCC(=O)N(C)C)cc2oc1=O	-2.7%	-0.1%	3.5	-2.7	2.0	-0.8%	-7.9	2.9%	-2.1
Cc1ccc(C(=O)CSc2nnc(-c3ccco3)o2)o1	1.6%	9.9%	3.0	-13.1	9.7	-0.2%	-6.1	-0.4%	-1.6
CC(C)c1cc(NCCCN2CCOCC2)n2c(nc3ccccc32)c1C#N	-4.1%	-0.4%	-0.6	3.5	1.1	-7.1%	0.0	4.4%	4.0
O=C(Nc1ccc(NC(=O)c2ccco2)c(Cl)c1)c1ccc2c(c1)OCCO2	-3.2%	2.4%	6.1	6.5	16.3	-7.4%	-6.8	0.0%	1.8
CC(=O)N1CCC2(CC1)OC(=O)C(C)=C2C(=O)NCc1cccc(Cl)c1	3.3%	-1.0%	1.8	9.5	-2.7	1.5%	-6.2	-0.5%	-0.5
O=C(COC(=O)c1cc(Cl)ccc1Cl)Nc1ccc2[nH]c(=O)[nH]c2c1	-21.4%	-1.5%	-0.1	-18.2	-0.6	-5.1%	2.2	2.4%	1.1

A second format for some results above.
Values run as follows: Vif-APOBEC3F blk, GRP78 ERSR act, D1 ag, D1 antag, D2 potentiator, Vif-APOBEC3G blk, LDHA block, RXFP1 agonist, D1 potentiator
> COCCC1CCCCN1C(=O)c1cc(COc2ccc(-n3cncn3)cc2)on1 (centres undefined)
  -4.0%, 0.9%, 17.5, -63.7*, 18.1, 0.1%, 1.4, -2.0%, -8.9
> O=C(Cn1cc([N+](=O)[O-])cn1)N1CCN(Cc2ccc3c(c2)OCO3)CC1
  -0.6%, 0.6%, 7.8, -9.6, -1.6, -4.1%, -6.9, -2.1%, /
> Cc1ccc(C(=O)CSc2nnc(-c3ccco3)o2)o1
  1.6%, 9.9%, 3.0, -13.1, 9.7, -0.2%, -6.1, -0.4%, -1.6
> COc1cc(NC(=S)NCc2cccnc2)cc(OC)c1
  -8.6%, -4.3%, 5.1, 5.7, -3.1, -0.4%, -2.7, 1.1%, 5.4
> O=C(O)c1ccc2c(c1)C(c1ccccc1)OC2=O (centres undefined)
  -13.2%, -4.0%, 0.7, 8.7, -10.1, 0.9%, -4.3, 2.1%, 0.4

Next part.
SMILES	Vif-APOBEC3F blk	GRP78 ERSR act	D1 ag	D1 antag	D2 potentiator	Vif-APOBEC3G blk	LDHA block	RXFP1 agonist	D1 potentiator
CCOC(=O)c1ccccc1NC(=O)c1cccc2c1C(=O)N(C1CCN(C(=O)OCC)CC1)C2	0.8%	-3.5%	0.5	1.6	-10.6	1.9%	-8.6	-0.2%	/
COc1ccc(S(N)(=O)=O)cc1C(=O)N1CCCC1	12.2%	-3.0%	0.8	5.4	6.3	-1.8%	-2.8	2.6%	13.8
O=C(NC(c1ccccc1)c1c(O)ccc2ccccc12)c1ccccc1Cl (centres undefined)	-28.9%	-4.7%	2.8	-4.7	15.8	-2.0%	-2.6	2.3%	-12.5
COc1ccc(NC(=O)CN2c3cccc4cccc(c34)S2(=O)=O)cc1	-6.7%	-3.7%	6.6	-27.9	13.9	-2.0%	-3.0	2.5%	-2.0
CC(C)NC(=O)N1CCN(c2ccncc2S(=O)(=O)N2CCCCC2)CC1	-5.4%	1.3%	2.8	4.6	/	1.2%	0.4	-3.6%	-2.5
O=C1CSCN1c1ccc(Cl)cc1	0.1%	-1.8%	1.0	-20.4	7.9	2.0%	-10.4	-0.4%	-2.8
COc1ccc2c(c1)OC(O)(C(F)F)CC2=O (centres undefined)	-0.9%	-1.9%	-0.2	11.8	-3.4	-0.2%	-4.8	0.7%	-8.2
CC12CCC(C(=O)NNc3ccc([N+](=O)[O-])cc3)(CC1=O)C2(C)C (centres undefined)	-0.1%	-2.7%	1.3	-23.1	18.3	6.1%	-4.9	-1.4%	-1.8
CCOC(=O)C1=C(C)N(c2ccc(C)cc2)C(=O)/C1=C\c1ccc(O)c(OC)c1	-20.5%	0.0%	1.0	7.2	16.6	1.1%	15.4	-5.3%	-1.9
N#CC1C(=O)NC(=O)C(C#N)C12CCCC(C(F)(F)F)C2 (centres undefined)	8.3%	-4.1%	/	/	/	-0.5%	-7.4	/	/
COc1cccc(N/C(SCc2ccccc2C)=C(/C#N)C(=O)NCc2cccs2)c1	3.0%	-2.1%	15.9	-15.1	7.7	0.2%	-2.1	0.8%	-0.7
Cc1ccccc1OCC(=O)Nc1ccc(N2CCN(C)CC2)c(Cl)c1	-3.1%	-1.8%	35.3*	-70.7*	-3.5	3.3%	-1.5	4.1%	/
CC(=O)N1c2ccccc2Oc2cc3ccccc3cc21	-3.6%	2.8%	0.1	19.3	1.7	-4.8%	2.9	6.9%	-8.9
COC(=O)c1[nH]c2ccccc2c1NC(=O)CN1CC(C)OC(C)C1 (centres undefined)	2.2%	-3.3%	2.8	3.1	-7.2	1.2%	-2.2	2.6%	1.7
CCN(CC)C(=O)CSc1nc(-c2ccco2)cc(C(F)(F)F)c1C#N	-13.3%	-3.8%	-0.6	4.0	0.1	-0.1%	2.2	-1.6%	3.4
CSc1ccc(CNc2ncc(-c3cccc([N+](=O)[O-])c3)n2C)cc1	-1.4%	0.5%	0.3	8.0	0.7	2.8%	-10.2	0.6%	-3.4
COc1ccc(/C=C(\C#N)C(=O)C(C)(C)n2cncn2)cc1	2.9%	-1.7%	6.2	-5.3	3.8	1.4%	0.0	-0.6%	2.5
Cc1cnc(C(=O)Nc2ccc(F)c(F)c2)cn1	-21.4%	-0.4%	7.6	-1.6	-2.8	2.7%	-2.9	0.5%	1.4
